# Assay outcomes as filed in PubChem BioAssay.
# ATG4B inh – blocks human ATG4B protease cleavage of LC3 substrate | hit rate 0.51% among 340,000 | ATG4B cleavage of LC3-PLA2, NBD-HPC fluorescence, 1 h | AID 504462 | inhibition, % at 8.33 µM; in the data active means inhibition above about 40%
# Target sequence (Q9Y4P1 whole entry, looked up): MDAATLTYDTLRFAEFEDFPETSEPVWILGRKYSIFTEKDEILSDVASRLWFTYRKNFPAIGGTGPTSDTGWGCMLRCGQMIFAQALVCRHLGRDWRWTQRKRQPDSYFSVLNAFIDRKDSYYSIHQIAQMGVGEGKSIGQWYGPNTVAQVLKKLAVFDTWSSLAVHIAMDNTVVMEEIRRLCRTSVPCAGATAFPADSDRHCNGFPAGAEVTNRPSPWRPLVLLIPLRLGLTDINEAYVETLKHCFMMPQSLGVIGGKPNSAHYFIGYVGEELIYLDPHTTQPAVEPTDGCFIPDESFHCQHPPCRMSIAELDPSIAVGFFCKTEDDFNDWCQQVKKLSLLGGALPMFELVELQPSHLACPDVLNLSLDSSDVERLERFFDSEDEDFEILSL
# HKDC1 inh – inhibitors of human hexokinase HKDC1; Q2TB90; recombinant HKDC1, G6PDH/diaphorase resazurin coupled fluorescence; inhibition, % at 20 µM; hit rate 0.16% among 340,000; AID 493160;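 active means inhibition above about 35% when tested at 20 µM, limit read from the data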;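 further: plate controls were DMSO wells with enzyme for no effect and DMSO wells lacking enzyme for full effect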
#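 Test system: HK5 enzyme. Quantity: 5 µg/mL HK5 final. Reagent: glucose and ATP substrates. Schedule: 90 min reaction incubation at room temperature, dark. Technique: resazurin-to-resorufin fluorescence via G6PDH and diaphorase coupling, 525/613 nm. Control set: DMSO wells with and without enzyme mix.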
# A3A deaminase – human APOBEC3A DNA deaminase inhibition; recombinant A3A, FAM/TAMRA ssDNA deamination fluorescence; inhibition, % at 20 µM; hit rate 0.41% among 330,000;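 active means at least 40% inhibition at 20 µM here, with at most 30% in a related deaminase screen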;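 further: plate controls were A3A with DMSO for no effect and wells lacking A3A enzyme for full effect; some results filed as inactive read as strong as hits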
# Target sequence (P31941 whole entry, looked up): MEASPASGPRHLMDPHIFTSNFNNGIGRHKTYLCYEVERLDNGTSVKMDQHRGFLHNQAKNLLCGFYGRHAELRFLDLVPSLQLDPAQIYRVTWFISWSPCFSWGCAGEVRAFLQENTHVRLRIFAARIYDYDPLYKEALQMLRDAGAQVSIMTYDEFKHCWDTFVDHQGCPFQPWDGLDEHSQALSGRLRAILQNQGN
# hIAP inh – human IAP inhibition. P09923. inhibition, % at 10 µM. hit rate 0.12% among 330,000. purified IAP, CDP-Star luminescence, 30 min;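 active means inhibition reaching a set limit with compound at 10 µM in the primary screen, cut at about 35% in these data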;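 further: plate controls were DMSO wells with enzyme for no effect and no-enzyme buffer wells for full effect; values of inactives mirror those of a sister screen read the other way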
# Target sequence (P09923 whole entry, looked up): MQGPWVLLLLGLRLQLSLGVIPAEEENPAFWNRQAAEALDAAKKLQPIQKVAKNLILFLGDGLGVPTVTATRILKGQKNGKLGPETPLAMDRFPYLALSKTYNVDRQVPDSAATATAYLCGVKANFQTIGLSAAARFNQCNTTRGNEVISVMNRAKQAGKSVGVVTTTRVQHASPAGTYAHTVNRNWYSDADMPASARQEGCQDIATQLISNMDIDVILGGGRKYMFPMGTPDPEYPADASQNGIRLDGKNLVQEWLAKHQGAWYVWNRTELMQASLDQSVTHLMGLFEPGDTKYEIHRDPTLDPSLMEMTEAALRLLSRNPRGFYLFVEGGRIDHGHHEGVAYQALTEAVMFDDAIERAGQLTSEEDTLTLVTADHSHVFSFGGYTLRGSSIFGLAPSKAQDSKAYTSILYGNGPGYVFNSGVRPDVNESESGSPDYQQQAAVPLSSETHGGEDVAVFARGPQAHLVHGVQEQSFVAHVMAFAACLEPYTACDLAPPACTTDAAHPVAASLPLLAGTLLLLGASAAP
# PfGluPho inh – PfG6PD (Plasmodium falciparum) enzyme inhibition; PfGluPho enzyme, NADPH resazurin-diaphorase fluorescence; inhibition, % at 20 µM; hit rate 0.78% among 350,000;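 active means inhibition reaching at least a set limit at 20 µM in the primary screen, cut at about 59% in these data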;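 further: 0% = DMSO wells with substrate and 100% = DMSO wells lacking glucose-6-phosphate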
# mIAP block – mouse IAP inhibition; inhibition, % at 10 µM; purified mouse IAP, CDP-Star luminescence, 30 min; hit rate 0.2% among 330,000;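 active means inhibition of at least 40% at 10 µM in the primary screen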;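 further: plate controls were DMSO with enzyme for no effect and no enzyme wells for full effect; values of inactives mirror those of a sister screen read the other way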
# hIAP activ – human IAP activation | P09923 | purified human IAP, CDP-Star luminescence, 30 min; hits give high values; 1 = vehicle-only enzyme, 0 = enzyme-free background | activation factor at 10 µM | hit rate 0.16% among 330,000;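 active means activation factor of the enzyme at least 2-fold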; further: the source names both 10 and 20 µM as test concentration; values of inactives mirror those of a sister screen read the other way
# mIAP activ – mouse IAP activation; muIAP, CDP-Star luminescence, 30 min; hits give high values; 1 = vehicle-only enzyme signal, 0 = enzyme-free wells; activation factor at 10 µM; hit rate 0.24% among 330,000; AID 2805;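 active means activation factor of at least 2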; further: the source names both 10 and 20 µM as test concentration; values of inactives mirror those of a sister screen read the other way
#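 Assay system: mouse IAP enzyme; reagent: chemiluminescent substrate CDP-Star; dosing: test compounds delivered from DMSO solution; schedule: 30 min at room temperature; measured by: luminescence from enzymatic CDP-Star hydrolysis; controls: DMSO-only wells and no-enzyme negative control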
# * hit, by the source's call; · = not tested or not shown. Some of the compounds tested; rates above refer to the full screens.
SMILES,ATG4B inh,HKDC1 inh,A3A deaminase,hIAP inh,PfGluPho inh,mIAP block,hIAP activ,mIAP activ
CCOc1ccc(Cc2c(O)[nH]c(=O)[nH]c2=O)cc1,6.5,-3.1,-1.7,-18.2,-11.7,-7.2,1.18,1.07
CC(C)Cc1nnc(NC(=O)CCC(=O)N2CCC3(CC2)OCCO3)s1,-5.8,-1.2,0.9,-132.9,-1.8,-7.2,2.33*,1.07
COP(=O)(NS(=O)(=O)c1ccccc1)OC,-6.4,-11.8,-4.8,3.5,8.3,-7.2,0.965,1.07
COC(=O)C1=C(c2ccc(F)cc2F)C[C@@H]2CC[C@H]1N2C(=O)NCc1ccc(C(F)(F)F)cc1,-3.8,8.9,2.5,-11.8,1.0,-7.9,1.12,1.08
c1ccc2c(CCNCc3ccc4c(c3)OCO4)c[nH]c2c1,-9.2,0.0,7.0,-3.3,3.6,2.1,1.03,0.979
CC(=O)N1CCN(CCN=Cc2c(O)n(-c3ccc(F)cc3)c(=S)[nH]c2=O)CC1,-4.2,-3.6,3.0,-11.9,2.8,3.0,1.12,0.97
C=C1N2CCC(CC2)C1(O)c1ccc(C)c(C)c1 (centres undefined),-4.7,-3.6,-0.3,-17.9,-5.2,-5.0,1.18,1.05
C=CC(C)C(C(=O)c1ccccc1)N(C)C (centres undefined),-10.8,-12.6,-4.4,-12.2,1.0,-6.0,1.12,1.06
COc1cccc(C(=O)C2CCCN(Cc3cccc4c3OCO4)C2)c1 (centres undefined),8.4,18.1,-1.2,-18.0,-27.7,9.2,1.18,0.908
CCCOc1ccc(C(=O)NC(=S)N2C[C@H]3C[C@H](C2)c2cccc(=O)n2C3)cc1,-23.8,-6.4,-1.8,5.8,32.9,19.3,0.942,0.807
Cc1ccc(-n2c(O)c(C=NC3CCCC3)c(=O)[nH]c2=O)c(C)c1,-5.9,1.1,10.6,-26.7,3.7,-3.4,1.27,1.03
Cc1cc(/C=C2\C(=O)NC(=O)N(C)C2=O)c(C)n1-c1ccc2c(c1)OCO2,0.8,8.7,10.3,16.4,18.7,11.1,0.836,0.889
CC(=O)NC(C)Cc1ccccc1 (centres undefined),-8.8,-5.8,0.1,-10.4,-17.4,-7.7,1.1,1.08
CCC(=O)c1c(O)n(C2CCCCCC2)c(=O)[nH]c1=O,-4.5,-5.3,-3.7,-3.9,-7.1,-2.0,1.04,1.02
O=C(Cc1ccccc1)N1CCN(CCCc2ccccc2)CC1,-9.3,-9.3,-1.0,-24.9,-9.3,4.5,1.25,0.955
CN1C2CCC1CC(OC(=O)CCN1CCCC1)C2 (centres undefined),-4.7,-7.3,-3.1,5.3,-13.9,-3.0,0.947,1.03
CN1C(=O)C(C2c3ccccc3C(=O)N2Cc2ccc([N+](=O)[O-])cc2)C(=O)N(C)C1=O (centres undefined),-1.3,-2.0,-0.9,-3.1,-9.3,11.5,1.03,0.885
CC(=O)O[C@]1(c2ccccc2)CCN(C)[C@H]2CCCC[C@@H]21,-6.1,-0.9,-4.3,12.5,1.4,3.9,0.875,0.961
COc1cc(CN2CC=C(c3ccc(F)cc3)CC2)cc(OC)c1,-2.6,-1.6,-6.7,-24.9,12.5,-1.8,1.25,1.02
CC1CC(C)CN(CC(=O)c2ccc(OC(F)F)cc2)C1 (centres undefined),4.5,-24.3,-3.5,3.1,-5.0,-0.8,0.969,1.01
COc1cccc(Oc2c(C)oc3cc(OC(=O)N(C)C)ccc3c2=O)c1,-12.5,-13.7,0.8,0.5,-5.9,-3.1,0.995,1.03
Cc1ccc2c(c1)C(c1ccccc1)=NCC(=O)N2,-6.0,3.4,-2.6,-8.7,-4.3,-6.5,1.09,1.06
CNC(=O)Oc1ccc2ncccc2c1,24.1,5.8,-4.3,9.2,6.4,-2.0,0.908,1.02
O=c1cccc2n1CC1CC2CN(S(=O)(=O)c2cc(Cl)ccc2Cl)C1 (centres undefined),8.7,-6.3,2.5,6.2,15.8,-4.5,0.938,1.04
Oc1ccccc1-[n+]1c(-c2ccccc2)cc(-c2ccccc2)cc1-c1ccccc1,8.6,-2.4,1.7,20.1,18.1,1.3,0.799,0.987
# Next part
SMILES,ATG4B inh,HKDC1 inh,A3A deaminase,hIAP inh,PfGluPho inh,mIAP block,hIAP activ,mIAP activ
CCOC(=O)Cc1csc(NC(=O)c2c(O)c3ccccc3n(CCC(C)C)c2=O)n1,-2.9,-2.6,2.0,-11.7,-13.7,2.2,1.12,0.978
CC(C)OC(=O)Cc1ccccc1,-0.8,-1.4,-0.6,9.0,-4.7,-5.9,0.91,1.06
COc1ccc2c(c1)c(C(=O)CN1CCC3(CC1)OCCO3)c(C)n2Cc1ccccc1,1.5,-8.3,-5.5,-3.7,7.6,-4.3,1.04,1.04
CCCn1ncc(CN2CCCC(C(=O)c3cccc(OC)c3)C2)c1C (centres undefined),7.2,-1.9,0.8,-5.7,-13.6,-8.9,1.06,1.09
Cc1occc1C(=O)N1CCC2(CC1)OCCO2,4.3,2.1,1.1,16.6,-6.8,7.2,0.834,0.928
CN(C)c1cc[n+](CC(O)C[n+]2ccc(N(C)C)cc2)cc1,-7.8,3.2,-2.8,20.1,0.4,-7.3,0.799,1.07
Cc1cc(-c2ccccc2)cc(C)[n+]1Cc1ccccc1,8.6,-5.8,0.9,3.4,0.2,-1.5,0.966,1.01
O=C(N/N=C/c1c(O)n(C2CC2)c(=S)[nH]c1=O)c1ccccc1,4.1,-11.2,-5.1,-62.8,-21.9,24.2,1.63,0.758
COc1cc2c(cc1OC)C(C)NCC2 (centres undefined),-1.8,-1.2,1.3,3.2,4.5,6.3,0.968,0.937
Cc1ccc(OCC(=O)N2CCN(C)CC2)c(Br)c1,-4.5,0.0,-3.3,17.0,-4.5,-1.6,0.83,1.02
CN(C)CC1CSCCC1(O)c1cccc(Cl)c1 (centres undefined),-8.3,-0.9,-0.9,7.1,9.6,-4.6,0.929,1.05
CCn1c(O)c(/C(C)=N/N2CCCCC2c2cccnc2)c(=O)[nH]c1=S (centres undefined),-1.8,-4.4,-2.1,6.5,-6.0,8.4,0.935,0.916
C=CCN1C(=O)NC(=O)/C(=C/c2c(CCN(C)C(=O)c3ccccc3)cc3c(c2OC)OCO3)C1=O,2.1,2.6,9.3,-16.9,-3.0,-1.5,1.17,1.01
CN1C(=O)N(C)C(=O)C2(Cc3cc(N)ccc3N3CCN(c4ccccc4F)CC32)C1=O (centres undefined),·,·,-4.0,-12.0,·,1.1,1.12,0.989
Cc1ccc(N2C(=O)NC(=O)/C(=C\c3ccoc3)C2=O)cc1,1.0,-4.8,12.1,26.7,9.9,28.7,0.733,0.713
CCn1c(C)cc(/C=C2\C(=O)NC(=O)N(c3ccccc3C)C2=O)c1C,-3.2,-15.2,-0.3,-15.1,-4.9,-0.2,1.15,1
CN1CCN(c2ccc(C(F)(F)F)cc2N)CC1,1.3,1.6,-1.9,-1.0,-19.5,-7.3,1.01,1.07
C[C@]12CC[C@@H](O)C[C@@H]1CC[C@@H]1[C@@H]2CC[C@]2(C)[C@@H](O)CC[C@@H]12,-0.1,-4.5,-4.1,-5.4,0.3,-10.5,1.05,1.1
CC(C(=O)c1ccc(Cl)cc1Cl)n1cncn1 (centres undefined),-5.4,6.6,-7.5,-5.7,12.8,-3.1,1.06,1.03
COCCNC(=O)Cn1cc(C(=O)c2ccccc2F)c2ccccc21,-3.8,-4.3,-0.7,-5.9,12.7,-4.6,1.06,1.05
CC1(C)C(c2ccccc2)=NC(c2cccnc2)N1O (centres undefined),-10.9,7.3,3.6,-19.6,4.9,-11.1,1.2,1.11
CCn1ccnc1CN1CCCC(C(=O)c2cc(F)ccc2OC)C1 (centres undefined),1.3,-3.5,-2.9,-12.5,-0.4,4.9,1.12,0.951
CC1(C)C[C@H]2C=C(C=O)[C@]3(C=O)C[C@]3(C)[C@H]2C1,-11.6,4.7,1.0,0.1,21.2,-3.1,0.999,1.03
CCOC(=O)c1c(-n2c(C)cc(/C=C3\C(=O)NC(=O)N(C)C3=O)c2C)sc2c1CCCC2,26.8,51.2*,-4.1,-23.8,-13.1,3.8,1.24,0.962
CC1(C)CC(=O)C=C(NCCN2CCN(C(=O)Cc3ccc(Cl)cc3)CC2)C1,-6.5,-4.0,-6.4,-19.0,-11.4,-7.1,1.19,1.07
# Remaining list, next part
SMILES,ATG4B inh,HKDC1 inh,A3A deaminase,hIAP inh,PfGluPho inh,mIAP block,hIAP activ,mIAP activ
CNP(=O)(Oc1ccccc1)OC12CC3CC(CC(C3)C1)C2 (centres undefined),-4.0,-6.0,-1.5,1.9,-4.6,0.3,0.981,0.997
O=C(COC(=O)Cc1ccccc1)NC12CC3CC(CC(C3)C1)C2,-13.1,3.8,1.2,-6.8,1.3,0.0,1.07,1
CCS(=O)(=O)NCc1nnc2n1-c1ccc(Cl)cc1C(c1ccccc1)=NC2,8.0,-1.1,-0.6,-4.3,-12.9,-1.3,1.04,1.01
O=C(c1ccccc1)N1CCC2(CC1)OCCO2,-11.6,-3.9,-2.1,-9.6,-10.2,-17.9,1.1,1.18
CC1C(c2cccs2)=[N+]([O-])C(C)(C(=O)c2cccs2)N1O (centres undefined),-2.2,-7.1,-1.7,6.6,-16.4,0.3,0.934,0.997
COC(=O)C1=C(c2cc3ccccc3s2)C[C@@H]2CC[C@H]1N2C(=O)N1CCOCC1,1.6,-0.9,-3.6,-7.9,-10.3,0.5,1.08,0.995
COc1ccc(CNC(C)Cc2cccs2)cc1 (centres undefined),-5.3,-3.9,1.9,-6.1,7.6,-12.0,1.06,1.12
COc1ccc(CCn2c(O)c(C=Nc3ccc(F)cc3)c(=O)[nH]c2=O)cc1OC,-5.1,-2.1,0.0,-1.0,4.2,3.5,1.01,0.965
CC1=CC2/C=C(\C)CCC(O)C(O)/C=C/C(=O)C23C(=O)NC(CC(C)C)C3C1C (centres undefined),-23.6,-1.6,-3.3,11.5,37.8,-0.7,0.885,1.01
Cc1oc(-c2ccccc2)nc1CN1C(=O)CN=C(c2ccccc2)c2ccccc21,-7.9,-3.4,-1.7,1.7,-14.7,5.2,0.983,0.948
CC(C)[C@@]1(NC(=O)[C@@H]2C[C@@H]3c4cccc5[nH]cc(c45)C[C@H]3N(C)C2)O[C@@]2(O)[C@@H]3CCCN3C(=O)[C@H](Cc3ccccc3)N2C1=O,-18.9,-1.3,-1.2,9.9,20.1,-0.7,0.901,1.01
CC(O)(CS(=O)(=O)c1ccccc1)C(=O)Nc1ccc(C(F)(F)F)cc1 (centres undefined),-4.1,-4.3,3.1,2.6,-5.1,-3.1,0.974,1.03

# 3 structures already listed, sorted by length of the SMILES, low to high.
SMILES,ATG4B inh,HKDC1 inh,A3A deaminase,hIAP inh,PfGluPho inh,mIAP block,hIAP activ,mIAP activ
O=C(c1ccccc1)N1CCC2(CC1)OCCO2,-11.6,-3.9,-2.1,-9.6,-10.2,-17.9,1.1,1.18
CNP(=O)(Oc1ccccc1)OC12CC3CC(CC(C3)C1)C2 (centres undefined),-4.0,-6.0,-1.5,1.9,-4.6,0.3,0.981,0.997
CC(C)[C@@]1(NC(=O)[C@@H]2C[C@@H]3c4cccc5[nH]cc(c45)C[C@H]3N(C)C2)O[C@@]2(O)[C@@H]3CCCN3C(=O)[C@H](Cc3ccccc3)N2C1=O,-18.9,-1.3,-1.2,9.9,20.1,-0.7,0.901,1.01

# Only PfGluPho inh, hIAP activ and hIAP inh (three entries from above):
SMILES | PfGluPho inh | hIAP activ | hIAP inh
CCn1c(C)cc(/C=C2\C(=O)NC(=O)N(c3ccccc3C)C2=O)c1C | -4.9 | 1.15 | -15.1
CC(=O)O[C@]1(c2ccccc2)CCN(C)[C@H]2CCCC[C@@H]21 | 1.4 | 0.875 | 12.5
CC(C)[C@@]1(NC(=O)[C@@H]2C[C@@H]3c4cccc5[nH]cc(c45)C[C@H]3N(C)C2)O[C@@]2(O)[C@@H]3CCCN3C(=O)[C@H](Cc3ccccc3)N2C1=O | 20.1 | 0.901 | 9.9
